Yp Topo-I inh – Yersinia pestis topoisomerase I inhibitors, primary screen, biochemical, cleavage product accumulation, plate reader, single point. Y. pestis Topo-I cleavage product accumulation. DNA topoisomerase I (Yersinia pestis CO92). AID 504884, 2011. 360,000 compounds, 0.064% hits. activity, % at 10 µM; in the data active = activity above about 50%, passing the limit was not always enough; note: inactives centre near 2
PfHsp40 yeast – rescue of yeast from PfHsp40 toxicity, primary screen, S. cerevisiae, ATP luminescence. S. cerevisiae expressing PfHsp40, growth rescue. growth rescue, % at 12.5 µM. 340,000 compounds, 0.68% hits; in the data active = growth rescue above about 28%, passing the limit was not always enough;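 note: yeast W303a lacking pdr1 and pdr3 grown in galactose medium; growth measured after three days at 30 °C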
3CLpro inhibitor – SARS-CoV 3CLpro protease inhibitors, primary screen, biochemical, quenched FRET. 290,000 compounds, 0.14% hits. recombinant SARS-CoV 3CLpro, quenched FRET peptide cleavage. inhibition, % at 6 µM; in the data active = inhibition above about 12%
VHR inh abs – VHR1 phosphatase inhibitors, primary screen, biochemical, absorbance, uHTS | inhibition, % at 13.3 µM | recombinant VHR phosphatase, pNPP absorbance | 290,000 compounds, 0.52% hits; in the data active = inhibition above about 50%; note: some compounds called inactive have numbers as strong as hits
Target sequence (P51452 whole entry, looked up): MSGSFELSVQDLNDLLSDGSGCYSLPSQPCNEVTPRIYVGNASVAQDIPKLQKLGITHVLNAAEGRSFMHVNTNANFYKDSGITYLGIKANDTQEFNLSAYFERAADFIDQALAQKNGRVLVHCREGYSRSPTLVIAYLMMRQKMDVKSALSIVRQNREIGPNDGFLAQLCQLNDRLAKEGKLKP
SSB-PriA inh – inhibitors of Klebsiella pneumoniae PriA binding to SSB C-terminal tail, primary screen, biochemical, AlphaScreen; AID 1272365, 2023; PriA–SSB C-terminal tail interaction (Klebsiella pneumoniae); AlphaScreen SSBct-PriA binding, biotinylated peptide; 430,000 compounds, 0.6% hits; inhibition, % at 33 µM; in the data active = inhibition mostly above about 37%, no sharp cut-off; inactive = mostly below about 20%;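 note: plate controls were negative control peptide for no effect and reference peptide for full effect; strong numbers were not always called active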
MazF activator – activators of E. coli MazEF toxin-antitoxin RNase, primary screen, biochemical, fluorescence, uHTS; FAM/BHQ RNA-DNA oligo cleavage fluorescence, 5 h; activation, % at 20 µM; 350,000 compounds, 0.32% hits; AID 504720, 2011; in the data active = activation above about 50%
Target sequence (P0AE70 whole entry, looked up): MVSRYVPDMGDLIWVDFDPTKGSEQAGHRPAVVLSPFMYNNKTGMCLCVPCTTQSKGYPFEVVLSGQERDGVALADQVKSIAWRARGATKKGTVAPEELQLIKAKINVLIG
BH1578 lux ind – inducers of Vibrio cholerae quorum light production without autoinducers, primary screen, BH1578 luxS cqsA deficient, single point. V. cholerae BH1578 lux reporter, luminescence, 6 h. activation, % at 18.7 µM. 350,000 compounds, 0.16% hits. AID 588436, 2011; in the data active = activation mostly above about 9.7%, no sharp cut-off; note: not every result past the cut was called active; inactives centre near 0; reference of the scale not given here
TcdB GH inh – TcdB glycohydrolase inhibitors, primary screen, biochemical, single point, plate reader; Toxin B (Clostridioides difficile), P18177; TcdB glycohydrolase enzymatic assay; inhibition, % at 9.99 µM; 350,000 compounds, 0.24% hits; in the data active = inhibition above about 10%
Anthrax LF inh2 – Bacillus anthracis LF protease inhibitors, primary screen, biochemical, multiplex microsphere, MLPCN library. Lethal factor (Bacillus anthracis), P15917. multiplex microsphere protease cleavage assay. inhibition, % at 10 µM. 360,000 compounds, 0.12% hits; in the data active = inhibition above about 30%; note: plate controls were buffer without enzyme for full effect and enzyme alone for no effect
Rv3671c inh – Rv3671c serine protease inhibitors, primary screen, biochemical, fluorescence polarization, M. tuberculosis H37Rv; P9WHR9; inhibition, % at 5.96 µM; 320,000 compounds, 0.048% hits; in the data active = inhibition above about 38%;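 note: extracellular domain of Rv3671c used as enzyme; 0% = enzyme with DMSO and 100% = no enzyme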
Target sequence (P9WHR9 whole entry, looked up, the tested form may be a part): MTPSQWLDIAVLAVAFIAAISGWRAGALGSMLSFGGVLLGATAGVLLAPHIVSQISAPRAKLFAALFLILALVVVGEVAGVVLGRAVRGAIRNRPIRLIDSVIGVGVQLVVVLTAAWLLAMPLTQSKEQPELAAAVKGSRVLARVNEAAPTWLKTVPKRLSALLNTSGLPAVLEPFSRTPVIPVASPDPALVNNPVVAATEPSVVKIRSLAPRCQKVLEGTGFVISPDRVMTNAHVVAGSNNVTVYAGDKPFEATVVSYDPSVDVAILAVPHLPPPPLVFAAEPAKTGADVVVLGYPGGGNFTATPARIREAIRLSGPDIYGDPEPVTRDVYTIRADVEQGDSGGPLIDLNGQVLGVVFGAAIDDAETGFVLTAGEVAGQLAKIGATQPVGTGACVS
The depositor's hits bear a star; i = inactive; . = no result given; & = joins results of further samples. Not all compounds are listed. The share of hits here may be higher or lower than overall.

molecule	Yp Topo-I inh	PfHsp40 yeast	3CLpro inhibitor	VHR inh abs	SSB-PriA inh	MazF activator	BH1578 lux ind	TcdB GH inh	Anthrax LF inh2	Rv3671c inh
O=C(Nc1ccon1)c1ccc(S(=O)(=O)N2CCOCC2)cc1	1	-2.0	-3	13	-3	0	-0.3	0.1	0	2
COc1ccc(S(=O)(=O)N(C)CC(=O)NC2CC2)cc1OC	-1	-1.0	1	14	-6	3	i	1.1	1	-1
O=C(CN1C(=O)NC2(CCCC2)C1=O)OCc1c(F)cccc1Cl	8	-0.5	.	.	3	3	0.9	-0.9	-1	4
Cc1ccccc1-n1c(=O)c2ccccc2n(CC(=O)NCc2ccco2)c1=O	5	-0.6	0	-5	-3	0	i	1.2	-2	7
CCO[C@@H]1OC(C(=O)NC2CC2)=C[C@H](c2ccc(C(F)(F)F)cc2)[C@H]1CCCO	3	-1.4	-3	36	-11	3	-0.3	0.0&0.1	8	11
O=C1N=C(N2CCCCC2)S/C1=C\c1ccncc1	-10	0.0	0	9	-15	4	-2.0	1.4	-3	0
CCOC(=O)c1cc2ccc(OC)c(OC)c2c(=O)s1	-9	-0.1	-3	2	-7	3	i	.	-2	1
COCCN1CCn2c(nc3cc(NS(C)(=O)=O)ccc32)C1	-1	0.2	-1	.	16	4	i	-0.4	-5	-3
CSc1ccc(C(=O)C2CCCN(S(=O)(=O)c3c(C)noc3C)C2)cc1 (centres undefined)	13	-1.5	4	23	1	6	i	0.1	-2	-7
O=C(O)c1ccc2nc(-c3ccco3)c(-c3ccco3)nc2c1	1	3.6	8	4	-4	-5	-0.3	-2.7	-2	.
COc1cccc2cc(C(C)N(CCCN3CCOCC3)C(=S)Nc3c(C)cccc3C)oc12 (centres undefined)	4	-0.2	3	32	6	11	-0.2	3.3	1	-4
C=CCNc1sc(C(=O)c2ccccc2)c(N)c1-c1nc2ccccc2s1	-5	-0.4	3	29	54*	10	0.3	.	-1	-1
O=C(Nc1cc(Cl)ccc1N1CCOCC1)c1ccc(N2CCCCC2)c([N+](=O)[O-])c1	4	0.4	.	.	6	3	-0.3	0.2	-8	-2
CCSc1cc(C)nc2c(-c3ccccc3)c(C)nn12	2	0.7	4	26	-14&-13	2	-0.2	.	-12	0
O=C(NCc1cccs1)Nc1ccc2c(c1)OCO2	-6	0.6	9	8	-9	7	-0.7	.	2	-1
CCOC(=O)CC(=O)CSc1nc2c(sc(=S)n2-c2ccccc2)c(=O)[nH]1	2	0.6	4	15	-10	-1	-1.4	.	0	2
Cc1ccc(C(=O)O)cc1NC(=O)C1CCN(S(=O)(=O)c2ccc3c(c2)OCCO3)CC1	3	0.9	.	.	-6	5	i	0.2	2	-1
Cc1nc2nc3c(cn2n1)C(=O)CCC3	3	-0.7	4	-15	-12	2	-1.0	.	-2	1
CCOC(=O)C1=C(C)NC(=O)NC1c1ccc(N(CC)CC)cc1 (centres undefined)	-3	0.1	-8	0	3	-8	i	-3.5	0	-9
CC(=O)c1c(O)c(C)c(O)c2c1OC1=Cc3c(c(C)nn3-c3ccccc3)C(=O)C12C (centres undefined)	10	.	.	.	.	-12	5.0	-0.6	-3	.
Cc1ccc(-c2nnc(SCC(=O)NC3CCCC3)n2C)cc1	0	0.6	3	8	-6	6	-0.1	1.6	3	1
CCC1CCC(N2CCN(c3ccc([N+](=O)[O-])cc3)CC2)CC1 (centres undefined)	20	-1.0	13*	-7	4	5	-0.3	-1.3	-11	.
CCNC(=O)C1(C)CCN1Cc1cc(-c2ccccc2)n(C)n1 (centres undefined)	-4	.	.	.	.	.	i	1.3	-1	.
CN(C)CCCn1cnc2c(c1=N)C(c1ccccc1)c1ccc3ccccc3c1O2 (centres undefined)	-15	0.3	-20	16	51*	19	-0.8	0.3	7	-18
CCC(=O)Nc1nc2ccc(NC(=O)c3cc(OC)c(OC)c(OC)c3)cc2s1	1	-1.0	-2	16	0	8	i	-0.1	-2	-2
CCC(C)n1cnc2c(c1=O)c1nc3ccccc3nc1n2-c1ccc2c(c1)OCCO2 (centres undefined)	6	0.4	-1	18	-12	22	i	.	3	-4
CC(OC(=O)Cn1c(C(F)(F)F)nc2ccccc21)C(N)=O (centres undefined)	0	-1.2	0	21	-8	5	0.1	.	-6	4
O=C(Nc1cccc2ccccc12)/C(Cl)=C/c1ccccc1	26	9.5	3	0	-35	1	i	.	-5	-10
O=C(Nc1ccc2c(c1)OCO2)C1CCCN1C(=O)Nc1ccccc1F (centres undefined)	-8	0.7	-2	6	-5	1	i	.	-2	-3
CCCCN1C(=O)C(=O)N(CC(=O)c2ccc3c(c2)OCO3)C1=O	7	-0.5	.	.	-2	1	i	2.9	-9	4
Cc1cc(C)cc(NC(=O)Nc2cccc(S(N)(=O)=O)c2)c1	5	.	-1	-9	9	3	-0.5	3.7	-6	-6
Cc1ccc(S(=O)(=O)N2CCN(C(=O)N(C)C)CC2)cc1	8	1.0	0	23	-6	-10	i	1.3	-2	-5
CCCCN(C1CCS(=O)(=O)C1)S(=O)(=O)c1ccc(OC)cc1 (centres undefined)	7	-0.8	.	.	10	1	-1.7	1.2	-1	-1
O=C(CSc1ccc(Cl)cc1)N1CCC(c2nc3ccccc3s2)CC1	0	7.6	-1	29	-25	17	25	.	1	-3
NC(=S)Cc1nc2n(n1)Cc1ccccc1-2	0	-1.7	-1	13	1	0	0.0	.	-4	-3
CCN1C(=O)/C(=C\C=C2/C=CC=CN2CC)SC1=S	-10	0.0	1	-2	32	-269	-0.4	.	0	-42
CCOC(=O)N1CCN(C(=O)c2ccc(S(=O)(=O)Nc3cccc(C(F)(F)F)c3)cc2)CC1	-1	0.2	.	.	-4	-3	-0.9	.	3	-12
O=C(Nc1ccc(Br)cc1)c1ccc(CSC2=NCCS2)cc1	-2	1.0	0	18	-12	-8	.	0.4	0	-10
CCCNC(=O)C1(C)CCCN(C(=O)Cc2ccc(OC)c(OC)c2)C1 (centres undefined)	-10	.	.	.	.	.	0.2	0.1	-2	.
N#CC1(Nc2cccc(Br)c2)C(=O)Nc2ccccc21 (centres undefined)	-3	-1.1	4	6	-11	8	-0.3	6.6	4	8

A draw from above in order of SMILES length, low to high:
molecule	Yp Topo-I inh	PfHsp40 yeast	3CLpro inhibitor	VHR inh abs	SSB-PriA inh	MazF activator	BH1578 lux ind	TcdB GH inh	Anthrax LF inh2	Rv3671c inh
CCOC(=O)c1cc2ccc(OC)c(OC)c2c(=O)s1	-9	-0.1	-3	2	-7	3	i	.	-2	1
CCCCN(C1CCS(=O)(=O)C1)S(=O)(=O)c1ccc(OC)cc1 (centres undefined)	7	-0.8	.	.	10	1	-1.7	1.2	-1	-1
C=CCNc1sc(C(=O)c2ccccc2)c(N)c1-c1nc2ccccc2s1	-5	-0.4	3	29	54*	10	0.3	.	-1	-1
O=C(Nc1cc(Cl)ccc1N1CCOCC1)c1ccc(N2CCCCC2)c([N+](=O)[O-])c1	4	0.4	.	.	6	3	-0.3	0.2	-8	-2
CC(=O)c1c(O)c(C)c(O)c2c1OC1=Cc3c(c(C)nn3-c3ccccc3)C(=O)C12C (centres undefined)	10	.	.	.	.	-12	5.0	-0.6	-3	.

Continued.
Key to letters: A = Yp Topo-I inh; B = PfHsp40 yeast; C = 3CLpro inhibitor; D = VHR inh abs; E = SSB-PriA inh; F = MazF activator; G = BH1578 lux ind; H = TcdB GH inh; I = Anthrax LF inh2; J = Rv3671c inh
COc1ccc(OCCSc2nnc3c(Cl)cc(Cl)cn23)cc1
  A: 2	B: 0.4	C: 3	D: 15	E: -6	F: 3	G: -0.2	H: .	I: 0	J: -2

O=C(CSc1nnc(CNC(=O)c2cccs2)o1)Nc1cccc(F)c1
  A: 3	B: -0.2	C: 7	D: -14	E: -10	F: 7	G: i	H: -0.4	I: -1	J: -12

Cc1cc(Cl)cc2sc(NC(=O)c3ccco3)nc12
  A: -4	B: 0.5	C: -5	D: 21	E: -8&-2	F: -8	G: -0.2	H: .	I: -6	J: -10

COc1ccccc1N1CCN(Cc2ccc(-c3ccccc3[N+](=O)[O-])o2)CC1
  A: 6	B: -1.5	C: -11	D: -7	E: 24	F: 3	G: i	H: -0.6	I: 7	J: -9

COc1cc(N=c2oc3c(C)ncc(CO)c3cc2C(N)=O)cc(OC)c1OC
  A: 5	B: -0.3	C: 1	D: 0	E: -2	F: 9	G: i	H: .	I: -1	J: 5

CC(=O)NCCc1ccc(C(=O)COC(=O)c2ccco2)cc1
  A: -7	B: 0.8	C: .	D: .	E: -17	F: 7	G: i	H: 2.0	I: 4	J: -6

O=C1C=C(c2ccc(Oc3ccccc3)cc2)C[C@@H](c2ccc3c(c2)OCO3)C1
  A: 28	B: 1.6	C: .	D: .	E: 7	F: -7	G: i	H: -0.4	I: 3	J: -4

Cc1ccc(CS(=O)(=O)CCC(=O)NCCN2CCCC2)cc1
  A: 2	B: -0.3	C: -1	D: 15	E: -9	F: 5	G: -1.1	H: 1.1	I: 2	J: -13

COC(=O)c1cc2occc2n1CC(=O)N(C)C1CCCCC1
  A: -4	B: 1.1	C: 2	D: 10	E: 0	F: -7	G: i	H: -0.5	I: -1	J: -1
